Bioassay records from PubChem BioAssay.
MITF inh – inhibitors of human MITF; O75030; AlphaScreen MITF homodimerization, bead proximity signal; inhibition, % at 2.6 µM; actives 0.91% (n = 650,000); AID 1259374; in the data active means inhibition above about 50%;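 further: 0% = vehicle wells with protein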
Target sequence (O75030 whole entry, looked up): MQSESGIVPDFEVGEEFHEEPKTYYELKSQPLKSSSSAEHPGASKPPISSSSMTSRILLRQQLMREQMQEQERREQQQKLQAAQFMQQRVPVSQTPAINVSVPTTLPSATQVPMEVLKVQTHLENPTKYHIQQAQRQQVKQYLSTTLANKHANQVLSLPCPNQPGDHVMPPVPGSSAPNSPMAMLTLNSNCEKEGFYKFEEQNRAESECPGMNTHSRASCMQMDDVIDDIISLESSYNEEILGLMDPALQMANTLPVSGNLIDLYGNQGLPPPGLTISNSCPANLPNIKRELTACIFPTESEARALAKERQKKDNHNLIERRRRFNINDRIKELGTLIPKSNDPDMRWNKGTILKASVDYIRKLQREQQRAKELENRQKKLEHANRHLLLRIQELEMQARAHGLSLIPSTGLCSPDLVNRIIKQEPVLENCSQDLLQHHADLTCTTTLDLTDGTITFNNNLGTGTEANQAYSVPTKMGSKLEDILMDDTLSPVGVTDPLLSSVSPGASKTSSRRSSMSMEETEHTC
TEAD-YAP inh – TEAD-YAP interaction inhibition; actives 1.4% (n = 640,000); AID 1259422; inhibition, % at 9.12 µM; HEK-TIYL cells, TEAD-Gal4/YAP UAS-luciferase luminescence; in the data active means inhibition above about 32%;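 further: 0% = median of test compound wells and 100% = reference inhibitor wells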
GPR151 ag – activators of human GPR151; Q8TDV0; AID 1508602; activation, % at 11.2 µM; PathHunter beta-arrestin GPR151 cells, luminescence; actives 1% (n = 650,000); in the data active means activation above about 4.9%;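 further: 0% = median of compound wells and 100% = cells with positive control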
Target sequence (Q8TDV0 whole entry, looked up): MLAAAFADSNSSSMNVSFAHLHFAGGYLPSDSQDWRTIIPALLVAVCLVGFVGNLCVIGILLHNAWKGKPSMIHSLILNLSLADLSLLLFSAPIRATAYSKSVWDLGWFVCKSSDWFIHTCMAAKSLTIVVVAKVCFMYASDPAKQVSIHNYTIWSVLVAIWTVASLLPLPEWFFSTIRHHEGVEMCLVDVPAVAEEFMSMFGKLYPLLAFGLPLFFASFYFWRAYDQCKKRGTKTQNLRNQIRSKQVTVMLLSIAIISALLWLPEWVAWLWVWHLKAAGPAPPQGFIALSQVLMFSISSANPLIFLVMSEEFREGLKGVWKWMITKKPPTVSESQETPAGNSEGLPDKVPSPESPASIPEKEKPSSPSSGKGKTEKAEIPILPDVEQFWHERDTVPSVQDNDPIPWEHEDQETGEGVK
FBW7 act – human FBW7 E3 ligase activation, primary screen | Q969H0 | AlphaScreen FBW7–phospho-cyclin E peptide binding, activator screen | normalized activity (activation), % at 26.1 µM | actives 0.13% (n = 650,000); in the data active means normalized activity above about 1.9%;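 further: purified mutant Fbw7 with reduced substrate affinity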
The depositor's hits bear a star. Outcome played no part in choosing rows (roughly 3.5% active in at least one column).

How did CC1CC(=O)Nc2ccc([N+](=O)[O-])cc2N1CC(F)(F)F (stereo not given) do in these assays?
MITF inh: -1; TEAD-YAP inh: 7; GPR151 ag: -0.5; FBW7 act: -0.1

Results for CC(=O)c1ccc(NC(=O)C(C)NCc2ccc(Cl)cc2)cc1 (stereo not given) ?
MITF inh: 4; TEAD-YAP inh: -18; GPR151 ag: -1.1; FBW7 act: 0.2

How did N#CC1(C#N)[C@@H]2C=Cc3cc(Cl)ccc3N2[C@@H](C(=O)c2ccccc2)[C@@H]1c1ccc(F)cc1 do in these assays?
MITF inh: 15; TEAD-YAP inh: 2; GPR151 ag: 0.7; FBW7 act: -0.1

What do the screens show for `CCOC(=O)c1sc2nc(SCc3cccc(Cl)c3)n(CC3CCCO3)c(=O)c2c1C` (stereo not given)?
MITF inh: -13; TEAD-YAP inh: -10; GPR151 ag: -1.0; FBW7 act: 0.5

What do the screens show for `Cc1c(NC(=O)CC(=O)Nc2c(C)n(C)n(-c3ccccc3)c2=O)c(=O)n(-c2ccccc2)n1C`?
MITF inh: 10; TEAD-YAP inh: 11; GPR151 ag: -1.7; FBW7 act: -0.1

How did CN(C)c1ccc(C(O)C(=O)c2ccccc2)cc1 (stereo not given) do in these assays?
MITF inh: 0; TEAD-YAP inh: -7; GPR151 ag: 0.8; FBW7 act: -0.1

What do the screens show for `COc1ccc(NC(=O)C(=O)NNC(=O)C(C)Oc2ccc(Cl)cc2Cl)cc1` (stereo not given)?
MITF inh: -5; TEAD-YAP inh: 12; GPR151 ag: -1.5; FBW7 act: 0.8

Results for COc1ccc(C(=O)N2CCC(O)(c3cccnc3)CC2)cc1 ?
MITF inh: 4; TEAD-YAP inh: 11; GPR151 ag: 2.1; FBW7 act: 0.1

Results for Cc1ccccc1C1(CC(=O)N2CCCC(O)C2)CC(=O)N(CCN(C)C)C1=O (stereo not given) ?
MITF inh: -8; TEAD-YAP inh: 4; GPR151 ag: -1.1; FBW7 act: -0.2

How did Oc1ccc(C=Nc2ccc(F)cc2)c(O)c1 do in these assays?
MITF inh: 11; TEAD-YAP inh: 4; GPR151 ag: 2.6; FBW7 act: 0.5

How did COc1cc(/C=N/NC(=O)C(N)=O)ccc1OCC(=O)Nc1c(C)cc(C)cc1C do in these assays?
MITF inh: -3; TEAD-YAP inh: 0; GPR151 ag: 0.8; FBW7 act: -0.1

What do the screens show for `Cc1cccc(NC(=O)c2ccc(F)c(S(=O)(=O)N3CCc4ccccc43)c2)c1`?
MITF inh: 11; TEAD-YAP inh: 10; GPR151 ag: 1.7; FBW7 act: 0.8

Results for COC(=O)c1cccc(NC(=O)COc2ccc(C)cc2Br)c1 ?
MITF inh: -3; TEAD-YAP inh: 91*; GPR151 ag: 0.7; FBW7 act: -0.1

Results for CCn1c(C(O)c2cccc(OC)c2OC)nc2ccccc21 (stereo not given) ?
MITF inh: -3; TEAD-YAP inh: 1; GPR151 ag: -0.6; FBW7 act: 0.1

How did CCn1c(CNc2ccc(C)c(Cl)c2)nnc1SCC(=O)Nc1ccc(N)cc1C do in these assays?
MITF inh: 22; TEAD-YAP inh: -5; GPR151 ag: 0.6; FBW7 act: 0.2

Results for COc1cc(OC)nc(Oc2ccccc2C(=O)O)n1 ?
MITF inh: 12; TEAD-YAP inh: 6; GPR151 ag: -1.7; FBW7 act: 0.0

How did CC(C(=O)NC12CC3CC(CC(C3)C1)C2)N1CCN(c2ccccn2)CC1 (stereo not given) do in these assays?
MITF inh: 1; TEAD-YAP inh: 4; GPR151 ag: 1.0; FBW7 act: 0.0

How did Cc1cc(O)cc(O)c1C=NCc1ccco1 do in these assays?
MITF inh: 5; TEAD-YAP inh: 3; GPR151 ag: 0.9; FBW7 act: 0.1

How did CC(C)CC(=O)Nc1ccccc1-c1nnn(CC(=O)NCCc2ccc(F)cc2)n1 do in these assays?
MITF inh: 6; TEAD-YAP inh: 5; GPR151 ag: 0.1; FBW7 act: -0.2

Results for Cc1cccc(N2CCN(c3cc(C)nc4nnnn34)CC2C)c1 (stereo not given) ?
MITF inh: -1; TEAD-YAP inh: 3; GPR151 ag: -1.4; FBW7 act: 0.0

How did O=C1c2ccccc2C(=O)N1CSc1ncnc2sc3c(c12)CCCC3 do in these assays?
MITF inh: -3; TEAD-YAP inh: 1; GPR151 ag: 1.7; FBW7 act: -0.1

How did COc1ccc(OCc2nc3c4cc(OC)c(OC)cc4nc(=S)n3[nH]2)cc1 do in these assays?
MITF inh: -1; TEAD-YAP inh: 1; GPR151 ag: 0.9; FBW7 act: 0.4

What do the screens show for `CC1CCCN(S(=O)(=O)c2ccc(S(=O)(=O)N3C(C)CCCC3C)cc2)C1` (stereo not given)?
MITF inh: -3; TEAD-YAP inh: 2; GPR151 ag: 0.1; FBW7 act: -0.1

Results for CCOC(=O)c1c(C)n(C)c2cc(Br)c(O)c(O)c12 ?
MITF inh: 7; TEAD-YAP inh: -2; GPR151 ag: -0.7; FBW7 act: -0.1

What do the screens show for `CCCc1cc(=O)oc2c(C)c(OC(C)=O)ccc12`?
MITF inh: -19; TEAD-YAP inh: 7; GPR151 ag: -2.1; FBW7 act: 0.0

What do the screens show for `O=c1c2ccccc2n(-c2ccccc2)c2ccccc12`?
MITF inh: 0; TEAD-YAP inh: 5; GPR151 ag: -0.1; FBW7 act: 0.0

Results for COc1ccc(-c2noc(NCc3ccccn3)n2)cc1OC ?
MITF inh: 4; TEAD-YAP inh: -14; GPR151 ag: -1.9; FBW7 act: -0.1

How did O=C(O)C1C2C=CC(C2)C1C(=O)Nc1nc(-c2ccc(Cl)s2)cs1 (stereo not given) do in these assays?
MITF inh: 3; TEAD-YAP inh: -12; GPR151 ag: -0.1; FBW7 act: 0.0

How did O=C1c2cc(Cl)c(Cl)cc2C(=O)N1c1ccccc1O do in these assays?
MITF inh: 4; TEAD-YAP inh: -2; GPR151 ag: -0.8; FBW7 act: 0.1

How did Cc1cc(C)cc(OCC(=O)Nc2ccc(Cl)cc2)c1 do in these assays?
MITF inh: 4; TEAD-YAP inh: 9; GPR151 ag: 1.6; FBW7 act: -0.1

Results for CSc1nc(N)c(C#N)c(Cc2ccccc2)c1C#N ?
MITF inh: 15; TEAD-YAP inh: 3; GPR151 ag: 0.9; FBW7 act: 0.2

How did COc1cccc(/C(C)=N/Nc2ncc(Cl)cc2Cl)c1 do in these assays?
MITF inh: -9; TEAD-YAP inh: -23; GPR151 ag: -0.9; FBW7 act: -0.2

What do the screens show for `COc1cccc(NC(=O)C(=O)NCc2cccnc2)c1`?
MITF inh: 3; TEAD-YAP inh: -49; GPR151 ag: -0.2; FBW7 act: 0.1

Results for COc1ccc(Nc2ccnc3c(-c4cnc(OC)nc4OC)cnn23)cn1 ?
MITF inh: 7; TEAD-YAP inh: -24; GPR151 ag: 0.5; FBW7 act: 0.0

Results for CCOc1ccc(C(C)=O)cc1Cc1c(O)nc(N)[nH]c1=O ?
MITF inh: -6; TEAD-YAP inh: 2; GPR151 ag: 1.4; FBW7 act: 0.0

What do the screens show for `CCC(=O)Nc1nnc(S(=O)(=O)NCc2ccccc2)s1`?
MITF inh: -5; TEAD-YAP inh: 5; GPR151 ag: 0.3; FBW7 act: 0.4

3 successive compounds from above:
What do the screens show for `CCCc1cc(=O)oc2c(C)c(OC(C)=O)ccc12`?
MITF inh: -19; TEAD-YAP inh: 7; GPR151 ag: -2.1; FBW7 act: 0.0

What do the screens show for `O=c1c2ccccc2n(-c2ccccc2)c2ccccc12`?
MITF inh: 0; TEAD-YAP inh: 5; GPR151 ag: -0.1; FBW7 act: 0.0

Results for COc1ccc(-c2noc(NCc3ccccn3)n2)cc1OC ?
MITF inh: 4; TEAD-YAP inh: -14; GPR151 ag: -1.9; FBW7 act: -0.1

The listing continues.
How did CCC(=O)c1ccccc1OCCCN1CCN(CC)CC1 do in these assays?
MITF inh: 44; TEAD-YAP inh: -2; GPR151 ag: 0.7; FBW7 act: 0.0

Results for C=C(C)Cn1c(SCC(N)=O)nc2c(c1=O)C1(CCCC1)Cc1ccccc1-2 ?
MITF inh: -11; TEAD-YAP inh: -6; GPR151 ag: 3.7; FBW7 act: -0.1

What do the screens show for `CC1CCCCN1C(=O)CCNC(=O)Cn1cnc2ccccc2c1=O` (stereo not given)?
MITF inh: -5; TEAD-YAP inh: 4; GPR151 ag: 0.2; FBW7 act: -0.1

Results for C=C(C)CSc1nnc(Nc2ccccc2OCC)s1 ?
MITF inh: 4; TEAD-YAP inh: -9; GPR151 ag: -1.2; FBW7 act: -0.1

How did COC(=O)c1c(NC(=O)c2ccc3c(c2)OCO3)sc(C)c1C do in these assays?
MITF inh: 0; TEAD-YAP inh: -9; GPR151 ag: -0.3; FBW7 act: 0.1

What do the screens show for `CN(CCc1ccccn1)Cc1ccncc1`?
MITF inh: 83*; TEAD-YAP inh: 3; GPR151 ag: -1.2; FBW7 act: 0.2

What do the screens show for `O=C(NNC(=S)NCC1CCCO1)c1ccc(COc2cccc3cccnc23)cc1` (stereo not given)?
MITF inh: 10; TEAD-YAP inh: 1; GPR151 ag: 1.2; FBW7 act: 0.1

What do the screens show for `CCOc1ccc2ccccc2c1C(=O)NN1CCOCC1`?
MITF inh: 5; TEAD-YAP inh: 5; GPR151 ag: 0.0; FBW7 act: 0.1

What do the screens show for `O=C(CCCOc1ccc(Cl)cc1Cl)Nc1cc(C(F)(F)F)ccc1Cl`?
MITF inh: -26; TEAD-YAP inh: 8; GPR151 ag: -0.7; FBW7 act: -0.1

What do the screens show for `CN(C)c1ccc(-n2cccc2/C=C2/SC(=Nc3ccc(F)cc3)NC2=O)cc1`?
MITF inh: -13; TEAD-YAP inh: 0; GPR151 ag: -1.9; FBW7 act: -0.1

Results for CC(C)c1ccc(-c2cc(C(=O)N3CCCC3)c3ccccc3n2)cc1 ?
MITF inh: 14; TEAD-YAP inh: 15; GPR151 ag: 0.4; FBW7 act: -0.2

How did O=C(Cn1c(C(O)c2ccccc2)nc2ccccc21)N1CCCCC1 (stereo not given) do in these assays?
MITF inh: 7; TEAD-YAP inh: 0; GPR151 ag: -1.0; FBW7 act: -0.1

3 entries drawn at random from those above:
What do the screens show for `CN(C)c1ccc(-n2cccc2/C=C2/SC(=Nc3ccc(F)cc3)NC2=O)cc1`?
MITF inh: -13; TEAD-YAP inh: 0; GPR151 ag: -1.9; FBW7 act: -0.1

Results for C=C(C)Cn1c(SCC(N)=O)nc2c(c1=O)C1(CCCC1)Cc1ccccc1-2 ?
MITF inh: -11; TEAD-YAP inh: -6; GPR151 ag: 3.7; FBW7 act: -0.1

What do the screens show for `O=C(CCCOc1ccc(Cl)cc1Cl)Nc1cc(C(F)(F)F)ccc1Cl`?
MITF inh: -26; TEAD-YAP inh: 8; GPR151 ag: -0.7; FBW7 act: -0.1

New compounds follow
What do the screens show for `CCOc1ccc(-c2noc(Cn3c(=O)n(C(C)CC)c(=O)c4ccccc43)n2)cc1OC` (stereo not given)?
MITF inh: -17; TEAD-YAP inh: 3; GPR151 ag: 0.1; FBW7 act: -0.1

How did COc1ccc(CCNC(=O)c2cccc(Nc3nccc4ccccc34)c2)cc1 do in these assays?
MITF inh: -1; TEAD-YAP inh: -19; GPR151 ag: -0.6; FBW7 act: 0.0

What do the screens show for `CCCCn1c2ccccc2c(=O)c2ccccc21`?
MITF inh: 4; TEAD-YAP inh: -4; GPR151 ag: 0.7; FBW7 act: 0.2

What do the screens show for `Cc1ccc(S(=O)(=O)N(CC(=O)O)c2ccccc2Cl)cc1`?
MITF inh: 14; TEAD-YAP inh: 7; GPR151 ag: -0.2; FBW7 act: 0.0

How did CCOc1ccc(C(=O)Nc2sccc2C#N)cc1 do in these assays?
MITF inh: 2; TEAD-YAP inh: -12; GPR151 ag: -3.9; FBW7 act: -0.1

Results for CC(C)OC(=O)CSc1nnc(-c2ccccc2Br)o1 ?
MITF inh: 15; TEAD-YAP inh: 0; GPR151 ag: -1.2; FBW7 act: 0.3

How did CCC1(CC)NC(=O)N(CC(=O)OCC(=O)c2ccc3c(c2)NC(=O)CO3)C1=O do in these assays?
MITF inh: -2; TEAD-YAP inh: 2; GPR151 ag: 0.2; FBW7 act: 0.1

What do the screens show for `COc1ccc(/C(O)=C2/C(=O)C(=O)N(c3ccc(OCC(=O)O)cc3)C2c2cccc(OC)c2)cc1` (stereo not given)?
MITF inh: -11; TEAD-YAP inh: 6; GPR151 ag: -0.7; FBW7 act: 0.1

How did CC(=O)N(Cc1cc2cccc(C)c2[nH]c1=O)CC(C)C do in these assays?
MITF inh: 19; TEAD-YAP inh: 9; GPR151 ag: 0.0; FBW7 act: 0.0

Results for CC(=O)c1ccc(NC(=S)NC(=O)c2ccc(C)c([N+](=O)[O-])c2)cc1 ?
MITF inh: -19; TEAD-YAP inh: 4; GPR151 ag: -0.6; FBW7 act: -0.2

How did CN(C)S(=O)(=O)c1cccc(NC(=O)COC(=O)c2cc(=O)c3ccccc3o2)c1 do in these assays?
MITF inh: 17; TEAD-YAP inh: 1; GPR151 ag: -0.8; FBW7 act: 0.1

Results for CN1CCN(C(=O)c2cc3nc(-c4ccco4)cc(C(F)(F)F)n3n2)CC1 ?
MITF inh: -6; TEAD-YAP inh: -8; GPR151 ag: 1.0; FBW7 act: -0.1

How did O=C(c1cccc(N2CCCC2=O)c1)N1CCCCCC1 do in these assays?
MITF inh: -3; TEAD-YAP inh: 5; GPR151 ag: -0.7; FBW7 act: -0.1

What do the screens show for `CCn1cc(CNC2CCN(c3ccc(C(=O)N4CCCC(O)C4)cc3)CC2)cn1` (stereo not given)?
MITF inh: 7; TEAD-YAP inh: 7; GPR151 ag: -0.6; FBW7 act: 0.1
